GCN5L2 inh: GCN5L2 (KAT2A) acetyltransferase inhibition. GCN5L2 HAT assay, ThioGlo1 CoA-SH fluorescence. Potency, µM (top dose mostly 58.9 µM), for inactives: at the top dose activity change, negative = inhibition, hits mostly inhibitors. actives 0.21% (n = 390,000). Q92830
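GCN5L2 (20nM final) in 50mM HEPES, 0.1mM EDTA pH 7.5, 0.01% Tween-20 was preincubated 15 min at room temperature with compound, then given ThioGlo1 (50uM), H3(1-25) peptide (75uM) and acetyl-CoA (70uM); CoA-thiol fluorescence (Ex340/Em540) was read at 0 and 20 min.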
N370S GC mod: inhibits or activates N370S mutant glucocerebrosidase; P04062; N370S GC spleen homogenate, 4MU-glucoside fluorescence; Potency, µM (top dose mostly 59.4 µM), for the others: at the top dose activity change, negative = inhibition, most hits filed as inhibitors; actives 0.092% (n = 330,000);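 also: 0% = full enzyme activity and -100% = no enzyme basal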
FEN1 inh: blocks human flap endonuclease 1 | P39748 | Recombinant FEN1 flap cleavage, fluorescence, 15 min | actives 0.35% (n = 390,000) | Potency, µM (highest dose often 114 µM), inactives show at the highest dose activity change, negative = inhibition, most hits filed as inhibitors; also: nearly all actives have a fitted effect of over 65% in size
Target sequence (P39748 whole entry, looked up): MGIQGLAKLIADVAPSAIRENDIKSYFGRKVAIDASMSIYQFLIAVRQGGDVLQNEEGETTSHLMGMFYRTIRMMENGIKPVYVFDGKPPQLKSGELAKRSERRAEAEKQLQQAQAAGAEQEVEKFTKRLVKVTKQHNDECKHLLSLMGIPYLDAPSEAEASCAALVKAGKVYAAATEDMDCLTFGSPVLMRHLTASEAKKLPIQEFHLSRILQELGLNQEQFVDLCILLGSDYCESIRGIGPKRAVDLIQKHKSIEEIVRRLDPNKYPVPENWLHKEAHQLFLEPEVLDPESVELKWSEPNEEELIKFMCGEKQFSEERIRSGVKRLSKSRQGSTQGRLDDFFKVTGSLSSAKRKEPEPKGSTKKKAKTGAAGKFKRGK
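FEN1 at 10 nM, compound pretreatment for 15 min (room temperature), 50 nM final substrate to initiate; endpoint reads at 0 and 15 min; DMSO-only plates used as vehicle background.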
* marks the source's active call; other numbers are inactive results; ? = inconclusive; . = not tested or not shown; & = joins results of further samples; [ ] = remark or other dose. Calls follow the shape of the dose curve; as a rule, active = well fitted curve in the direction sought with a large enough effect; inconclusive = small, poorly fitted or top-dose-only effect, or another doubt; inactive = no such curve, though single readings can be large; an effect the other way counts as inactive or inconclusive. Unless noted, % is scaled to controls: 0 for no effect and ±100 for the full control effect; potency is read from the fitted curve at half-maximal effect. An excerpt (hit frequency here may not be typical).

SMILES | GCN5L2 inh | N370S GC mod | FEN1 inh
O=C(Nc1ccc(Cl)cc1)c1cccc(NC2=NC3CS(=O)(=O)CC3S2)c1 (stereo not drawn) | ? | 0% | 2%
CCOC(=O)c1ccc(NS(=O)(=O)c2cc(-c3nnnn3C(C)C)ccc2OC)cc1 | -2% | 7% | 2%
COc1ccc(NC(=O)Cn2c(=O)n(Cc3ccco3)c(=O)c3sc4ccccc4c32)c(OC)c1 | -3% | . | 10%
O=C(Nc1nc(N2C(=O)c3ccccc3C2=O)n(-c2ccccc2)n1)c1ccccc1 | 1% | -23% | 8%
CS/C(=C\[N+](=O)[O-])Nc1ccc(C)cc1 | -13% | 5% | -7%
CC1(C)Cc2c(c(N3CCOCC3)nc3sc4c(N5CCOCC5)nnnc4c23)CS1 | 1% | 13% | .
OCC[C@@H]1C[C@H](O)[C@@H](O)[C@@]2(Cc3ccccc3CO2)O1 | 1% | -5% | -26%
CCOC(=O)c1ccc(NC(=O)CCn2c(=O)c3cccn3c3ccccc32)cc1 | 9% | . | 38%
CCC(=O)N1C(C(=O)NCc2ccc(OC)cc2)CSC1c1ccc(OC)cc1 (stereo not drawn) | -1% | -5% | -11%
CCOc1ccc(-c2nnn(CC(=O)N3CCN(c4ccc(OC)cc4)CC3)n2)cc1OCC | -4% | 4% | 2%
O=C(CCc1nnc(-c2ccc(-c3ccccc3)cc2)o1)N1CCCCC1 | 0% | 6% | 14%
CCOc1ccc(NC(=O)CN(C)C(=O)c2cc(-c3ccncc3)nc3ccccc23)cc1OCC | -3% | -12% | 1%
COc1ccc(-c2csc3nc(C(C)(C)C)oc(=O)c23)cc1OC | ? | 4% | 1%
COc1ccc(N2C(=O)C(CC(=O)Nc3ccc(F)cc3)N(CCC3=CCCCC3)C2=O)cc1 (stereo not drawn) | -5% | . | -25%
COc1ccccc1-c1noc(CCCC(=O)Nc2cccc(C(F)(F)F)c2)n1 | -4% | . | -25%
O=C(NCCNC(=O)c1ccc(Cl)cc1Cl)c1cnccn1 | -6% | 0% | 0%
Nc1cccc(-c2cn3cc(C(F)(F)F)cc(Cl)c3n2)c1 | -27% | -7% | -14%
Cc1ccc(C)c(N2CCN(c3c(CN4CCCC4)c(=O)oc4ccccc34)CC2)c1 | -6% | . | 9%
C/C(=N\OC(=O)c1c(-c2ccccc2Cl)noc1C)c1nccs1 | -19% | 3% | -11%
CCCNCC(=O)Nc1cccc(S(=O)(=O)NC2=NCCCCC2)c1 | 0% | . | -2%
CN(C)C1=NC[C@H](Cc2ccccc2)N1CCc1ccc(F)cc1 | -3% | -6% | 16%
CCCOc1ccc2c3c(c(=O)oc2c1OCCC)CCC3 | -6% | ? | ?
O=C1CC(Cc2ccccc2)C(=O)N1Cc1ccco1 (stereo not drawn) | 0% | -3% | -1%
Cc1ccc(NC(=O)Cc2ccccc2F)cc1S(=O)(=O)N1CCCCCC1 | -15% | . | -3%
CC(NC(=O)c1ccc(S(=O)(=O)C(F)F)cc1)c1ccccc1 (stereo not drawn) | 1% | -1% | 1%

2 compounds drawn at random from those above, as already listed:
SMILES | GCN5L2 inh | N370S GC mod | FEN1 inh
C/C(=N\OC(=O)c1c(-c2ccccc2Cl)noc1C)c1nccs1 | -19% | 3% | -11%
CS/C(=C\[N+](=O)[O-])Nc1ccc(C)cc1 | -13% | 5% | -7%

Entries shown so far containing a thiophene ring, fused or not (three):
SMILES | GCN5L2 inh | N370S GC mod | FEN1 inh
COc1ccc(NC(=O)Cn2c(=O)n(Cc3ccco3)c(=O)c3sc4ccccc4c32)c(OC)c1 | -3% | . | 10%
CC1(C)Cc2c(c(N3CCOCC3)nc3sc4c(N5CCOCC5)nnnc4c23)CS1 | 1% | 13% | .
COc1ccc(-c2csc3nc(C(C)(C)C)oc(=O)c23)cc1OC | ? | 4% | 1%

Next part
SMILES | GCN5L2 inh | N370S GC mod | FEN1 inh
O=c1[nH]c2ccccc2nc1/C=C/c1ccc(O)cc1 | 0% | 8% | -21%
CCCCN1C(Nc2ccccc2)=NC[C@@H]1CC(C)C | -9% | -6% | -1%
COc1ccc(C(C(=O)NC2CCCCC2)N2CCC3(CC2)OCCO3)cc1 (stereo not drawn) | 57%[activator] | -3% | -3%
Cc1cccc(C)c1NC(=O)CSC(=O)c1sc2ccccc2c1Cl | 1% | 1% | 0%
COc1ccc(S(=O)(=O)Nc2cccc(/C=C/C(=O)O)c2)cc1 | -27% | 3% | -3%
CN1C(=O)c2ccccc2Sc2ccc(NC(=O)c3ccc(C(F)(F)F)cc3)cc21 | -5% | . | -18%
CC(=O)Nc1cccc(C(=O)OCC(=O)NNC(=O)c2cccs2)c1 | -1% | -4% | -3%
COC(=O)Nc1ccc(S(=O)(=O)N2CCC(Cc3ccccc3)CC2)cc1 | -2% | 6% | -21%
O=C(OC[C@@H]1O[C@@](O)(COC(=O)c2cccnc2)[C@H](OC(=O)c2cccnc2)[C@H]1OC(=O)c1cccnc1)c1cccnc1 | 5% | 27% | .
COc1cccc(-c2nc(-c3ccccn3)no2)c1 | -14% | 9% | -11%
O=c1c(NCCc2ccc(Cl)cc2)c(-c2ccccc2)c1=O | -1% | -6% | 16%
COc1ccc(CCNC(=O)CSc2nnc(Cc3csc(N)n3)n2C)cc1OC | 0% | -2% | -3%
CCOC(=O)C1(Cc2cccc(Cl)c2)CCCN(C(=O)c2ccco2)C1 (stereo not drawn) | -6% | 2% | -13%
O=C(O)CCn1cc(-c2ccc(Cl)cc2)nc1-c1ccc(Cl)nc1 | -4% | -5% | 1%
COc1cc(OC)c2ccc(=O)oc2c1C(CCN1CCCC1)c1ccc(N(C)C)cc1 (stereo not drawn) | -13% | -11%&9% | -26%&12%
CN(Cc1ccc(C(C)(C)C)cc1)C(=O)Cc1ccc(S(=O)(=O)N2CCOCC2)s1 | -10% | . | -16%
COc1ccc(CCNC2CC(=O)N(CCc3ccc(OC)c(OC)c3)C2=O)cc1OC (stereo not drawn) | -1% | -8% | -10%
COc1ccc(N2C(=O)CC(Sc3nc(C)c4c(n3)CCCC4)C2=O)cc1 (stereo not drawn) | 5% | -10% | -13%
CN(C)c1nc(-c2cccc(NS(C)(=O)=O)c2)nc2ccccc12 | -10% | -13% | .
O=[N+]([O-])c1ccc(C(O)C[n+]2ccccc2)cc1 (stereo not drawn) | -18% | -6% | -9%
CC12CCC(=O)N1C(C(=O)NNC(=O)c1ccccc1Cl)CS2 (stereo not drawn) | 2% | . | -17%
CCOC(=O)CCCSc1nc(-c2ccc3c(c2)OCO3)cc(C(F)(F)F)c1C#N | 0% | 6% | -1%
Cc1cc(C)c(N=C2SCC(=O)N2Cc2ccco2)c(C)c1 | -6% | 0% | -21%
COC(=O)C1=C(C)NC(C)=C(C(=O)OC)C1c1ccccn1 | -16% | 1% | 16%
O=C(O)Cn1nc2ccccc2n1 | 0% | -3% | -2%
New compounds follow
SMILES | GCN5L2 inh | N370S GC mod | FEN1 inh
Nc1ccc(-c2c3ccccc3nc3ccccc23)cc1 | -4% | -2% | -2%
COC(=O)Nc1ccc(S(=O)(=O)N2CCCC(C(=O)N3CCC(C)CC3)C2)cc1 (stereo not drawn) | -3% | 4% | 2%
O=C(NCCCn1ccnc1)c1cc2cc([N+](=O)[O-])ccc2oc1=O | 3% | 4% | -6%
COc1ccc2c(c1)c1ccc3c(c1n2C)C(=O)C=CC3=O | -2% | -7% | ?
CCOC(=O)c1c(C)[nH]c(C)c1S(=O)(=O)N1CCC(C(=O)NCc2ccccc2Cl)CC1 | 27% | . | 16%
O=S(=O)(c1ccc(S(=O)(=O)N(Cc2cccs2)CC2CCCO2)cc1)N1CCCCC1 (stereo not drawn) | -4% | 7% | 13%
C[C@H]1C=CC(=O)C[C@H]1c1c(F)cccc1Cl | . | 2% | 15%
Cc1ccc(Cl)cc1N1CCN(S(=O)(=O)c2ccc3c(c2)oc(=O)n3C)CC1 | -2% | -1% | -12%
COc1ccc(NC(=O)c2c(NC(=O)c3cccc(C)c3)sc3c2CCC3)cc1 | 1% | . | 2%
CCC(=O)Nc1cc(C(F)(F)F)ccc1N1CCCC1 | -3% | 3% | -6%
COc1ccc2c(=O)cc(-c3ccccc3F)oc2c1 | -3% | 12% | -22%
COc1ccc(-n2cc(-c3ccccc3)c3c(=O)[nH]cnc32)cc1 | -4% | ? | -10%
Cc1ccc2nc(Cl)c(/C=C/C(=O)c3ccco3)cc2c1 | -7% | 7% | 3%
Cc1cccc(NC(=O)c2sc3ncn(CC(=O)N4CCN(c5ccccn5)CC4)c(=O)c3c2C)c1 | -13% | -9% | 14%
COC(=O)C(CC(=O)O)NCc1ccco1 (stereo not drawn) | -2% | -2% | -1%
Cn1c(N)c(C(=O)COC(=O)c2cc(C(F)(F)F)nc3ccccc23)c(=O)n(C)c1=O | -3% | 2%&0% | .
CC1(C)CC(=O)C/C(=N\NC(=S)NCc2ccccc2)C1 | -12% | -3% | -1%
COc1ccc(OCC(=O)NCC(c2ccc(OC)cc2)N2CCCCC2)cc1 (stereo not drawn) | -2%&2% | -5% | -2%&-6%
N#CC1=C2N=C(N)c3ccccc3N2C2=C(C(=O)CCC2)C1c1ccc(Cl)cc1 (stereo not drawn) | -12% | 13% | -3%
CC(NC(=O)c1ccccc1Cl)C(=O)NCc1cccs1 (stereo not drawn) | -3% | 1% | -8%
Cc1noc(C)c1COc1cccc(C(=O)NCc2ccccc2Cl)c1 | -5%[0.501 µM] | 25% | 0%
COc1cccc(C(=O)OCC(=O)NCCc2ccccc2)c1OC | -9% | 4% | 7%
CCOc1ccc(Br)cc1C(=S)N1CCCC1 | -7% | 2% | -11%
CCCNC(=S)N1CCC(NC(=O)c2cccc(C)c2)CC1 | 0% | 1% | 3%
COc1ccccc1CNC(=O)C1CCCN(S(=O)(=O)c2ccc3c(c2)CC(C)N3C(C)=O)C1 (stereo not drawn) | -3% | 1% | -5%
(more compounds)
SMILES | GCN5L2 inh | N370S GC mod | FEN1 inh
O=C(Nc1cccc(-n2cccn2)c1)C1CCCN(Cc2ccc(C#CCCO)cc2)C1 (stereo not drawn) | -11% | -3% | -4%
CCOC(=O)CCCNC(=O)CCNC(=O)c1ccc(OCC)cc1 | -1% | 5% | -14%
CSc1ccccc1NC(=O)CN(C)C(=O)c1ccc(-n2cccn2)cc1 | -2% | . | 15%
CC(=O)NC(Cc1c[nH]c2ccccc12)C(=O)OCC(=O)N1CCCCCC1 (stereo not drawn) | -12% | 3% | 5%
CCOc1ccc(Oc2nc(NCC(C)C)nc(N3CCOCC3)n2)nn1 | -2% | . | 10%
O=C(C1COc2ccccc2O1)N1CCN(Cc2ccc3c(c2)OCO3)CC1 (stereo not drawn) | -3% | -1% | -2%
O=C(COc1ccccc1)NCC(=O)Nc1cccc2ccccc12 | 4% | 3% | -4%
CC(=O)N(Cc1cc2ccc(C)c(C)c2n2nnnc12)C1CCCC1 | -8% | -8% | .
COc1ccc(NS(=O)(=O)c2ccc(-n3cnnn3)cc2)cc1OC | -2% | 1% | -1%
O=C(COC(=O)Cc1ccsc1)Nc1ccc(Cl)c(S(=O)(=O)N2CCOCC2)c1 | -10% | 10% | 16%
CCOc1ccc(-n2c(C)cc(C(=O)NS(=O)(=O)c3ccc(C)cc3)c2C)cc1 | -2% | -1% | 3%
CN(C(=O)CSc1nc2ccccc2n1C)C1CCS(=O)(=O)C1 (stereo not drawn) | -6% | . | 2%
CCCCNC(=O)c1ccc(CS(=O)(=O)c2ccccc2OC)o1 | 4% | 3% | 0%
COc1ccc2nc(NC(=O)C3CCCN3S(=O)(=O)c3ccc(C)cc3)sc2c1 (stereo not drawn) | -5% | 25% | -6%
CCC(=O)OCC(=O)Nc1cc([N+](=O)[O-])ccc1Cl | ? | 6% | 3%
CCC(Nc1ccc(-c2nc(-c3cccnc3)no2)cc1[N+](=O)[O-])c1ccccc1 (stereo not drawn) | -3% | . | -4%
O=C1CN(C(=O)COC(=O)[C@@H]2CCCN2S(=O)(=O)c2ccc(Cl)cc2)c2ccccc2N1 | 1% | . | 0%
Cc1ccc(S(C)(=O)=NC(=O)c2cc(C)on2)cc1 (stereo not drawn) | -1% | -4% | -2%
N#Cc1c(N)nc2c(c1-c1cccnc1)CCCCC2 | 1% | 8% | -4%
O=C(CC(c1ccccc1)c1ccccc1O)NCc1ccccc1 (stereo not drawn) | -4% | -1% | 2%
CCCCn1c(N)c(N(CC(C)C)C(=O)C2=NN(c3ccccc3)C(=O)CC2)c(=O)[nH]c1=O | -6% | . | 3%

Exported as comma-separated lines: entries from further up
mol,GCN5L2 inh,N370S GC mod,FEN1 inh
Cn1c(N)c(C(=O)COC(=O)c2cc(C(F)(F)F)nc3ccccc23)c(=O)n(C)c1=O,-3%,2%&0%,.
CC1(C)CC(=O)C/C(=N\NC(=S)NCc2ccccc2)C1,-12%,-3%,-1%
COc1ccc(OCC(=O)NCC(c2ccc(OC)cc2)N2CCCCC2)cc1 (stereo not drawn),-2%&2%,-5%,-2%&-6%
N#CC1=C2N=C(N)c3ccccc3N2C2=C(C(=O)CCC2)C1c1ccc(Cl)cc1 (stereo not drawn),-12%,13%,-3%
CC(NC(=O)c1ccccc1Cl)C(=O)NCc1cccs1 (stereo not drawn),-3%,1%,-8%

Screening data as filed in PubChem.
